APOBEC3A inh: blocks human APOBEC3A ssDNA deamination; P31941; recombinant A3A, FAM/TAMRA ssDNA deamination fluorescence; inhibition, % at 20 µM; 0.41% of 330,000 active; AID 493011;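 active = at least 40% inhibition at 20 µM here, with at most 30% in a related deaminase screen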;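 note: plate controls were A3A with DMSO for no effect and wells lacking A3A enzyme for full effect; some results filed as inactive read as strong as hits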
Target sequence (P31941 whole entry, looked up): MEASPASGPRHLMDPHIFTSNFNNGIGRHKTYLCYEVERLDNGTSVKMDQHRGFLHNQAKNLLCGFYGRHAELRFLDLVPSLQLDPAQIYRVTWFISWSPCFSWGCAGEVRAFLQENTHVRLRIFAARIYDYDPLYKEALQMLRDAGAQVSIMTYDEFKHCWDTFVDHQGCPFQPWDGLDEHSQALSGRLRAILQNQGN
CXCR6 inh: blocks human CXCR6 beta-arrestin recruitment | AID 602244 | O00574 | CHO-K1 PathHunter CXCR6 beta-arrestin, luminescence | 0.36% of 360,000 active | inhibition, % at 20 µM; in the data active = inhibition above about 34%, passing the limit was not always enough;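 note: antagonist mode with CXCL16 agonist at 10 nM final; 0% = 10 nM CXCL16 with DMSO and 100% = unstimulated wells without agonist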
EBI2 antag: blocks human EBI2 receptor beta-arrestin signaling; 0.81% of 360,000 active; EBI2 beta-arrestin recruitment, luminescence, 7a,25-OHC stimulated; inhibition, % at 5 µM; in the data active = inhibition above about 38%;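 note: enzyme fragment complementation signal reports receptor beta-arrestin coupling in cells; 0% = agonist plus DMSO wells and 100% = wells without agonist; some results beyond the cut were filed as inactive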
Target sequence (P32249 whole entry, looked up, the tested form may be a part): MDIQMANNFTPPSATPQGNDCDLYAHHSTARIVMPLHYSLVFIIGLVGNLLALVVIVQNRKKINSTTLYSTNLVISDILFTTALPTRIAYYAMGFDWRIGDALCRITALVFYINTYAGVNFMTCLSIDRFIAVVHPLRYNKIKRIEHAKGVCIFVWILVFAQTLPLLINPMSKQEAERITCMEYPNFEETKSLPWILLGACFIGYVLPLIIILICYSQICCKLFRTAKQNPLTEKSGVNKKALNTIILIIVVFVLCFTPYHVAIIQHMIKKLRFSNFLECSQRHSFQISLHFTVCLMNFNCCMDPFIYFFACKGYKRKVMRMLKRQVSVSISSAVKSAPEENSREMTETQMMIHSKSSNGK
GRIN3A LBD mod: modulators (binders) of human NR3A ligand-binding domain | NR3A LBD differential scanning fluorimetry, Tm shift; 0% = protein alone, 100% = glycine-bound protein | Tm shift relative to glycine control, % at 25 µM | 2.5% of 340,000 active;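 active = melting temperature shift of at least 10% of the positive control shift, at one fixed dose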
MPTP inh: permeability transition pore inhibition. isolated mouse mitochondria, Ca2+ swelling absorbance, 30 min. inhibition, % at 10 µM. 1.4% of 360,000 active. AID 602449;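 active = inhibition of 50% or more, scaled per plate between neutral and stimulator controls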;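 note: 0% = DMSO wells given calcium and 100% = 1 mM EGTA wells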
Gli-Sufu block: antagonists of Gli-Sufu signaling | inhibition, % at 5 µM | 0.74% of 340,000 active | Sufu-KO-LIGHT fibroblasts, Gli luciferase reporter luminescence;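 active = inhibition above about 55%, limit read from the data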;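 note: 0% = DMSO-treated cells and 100% = wells with medium but no cells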
A3G deaminase: inhibitors of human APOBEC3G DNA deaminase. recombinant A3G, ssDNA deamination FAM/TAMRA fluorescence. inhibition, % at 20 µM. 0.28% of 330,000 active;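 active = inhibition of at least 40% at 20 µM, with no more than 30% in the related APOBEC3A deaminase screen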;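 note: plate controls were DMSO wells with A3G for no effect and wells lacking A3G enzyme for full effect; some compounds called inactive have numbers as strong as hits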
Target sequence (Q9HC16 whole entry, looked up): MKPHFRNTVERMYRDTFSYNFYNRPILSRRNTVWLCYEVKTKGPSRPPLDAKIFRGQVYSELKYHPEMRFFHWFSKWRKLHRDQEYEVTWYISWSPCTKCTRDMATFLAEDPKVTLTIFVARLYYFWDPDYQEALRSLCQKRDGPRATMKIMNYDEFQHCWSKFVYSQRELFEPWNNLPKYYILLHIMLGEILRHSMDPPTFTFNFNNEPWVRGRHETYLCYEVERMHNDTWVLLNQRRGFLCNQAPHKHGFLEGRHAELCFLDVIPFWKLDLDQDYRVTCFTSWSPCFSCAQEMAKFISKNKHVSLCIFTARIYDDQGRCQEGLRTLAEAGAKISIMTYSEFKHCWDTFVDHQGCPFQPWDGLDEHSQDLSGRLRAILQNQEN
CCR6 antag: blocks CCL20-driven beta-arrestin recruitment at human CCR6. P51684. CHO-K1 CCR6 PathHunter beta-arrestin, luminescence, CCL20-stimulated. inhibition, % at 20 µM. 0.49% of 340,000 active;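 active = compounds whose inhibition of the agonist-driven luminescence signal at 20 µM reaches about 50%, limit read from the data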;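 note: cells stimulated with CCL20 at 14 nM final; plate controls were DMSO with CCL20 for no effect and DMSO without agonist for full effect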
* = called active by the depositor; · = not tested or not shown; & = joins results of further samples.

SMILES	APOBEC3A inh	CXCR6 inh	EBI2 antag	GRIN3A LBD mod	MPTP inh	Gli-Sufu block	A3G deaminase	CCR6 antag
Cc1ccnc(NS(=O)(=O)c2ccc(NC(=O)C3CCCCC3C(=O)O)cc2)n1 (centres undefined)	-1	-7	-9	1	2.4	3	-3	7
Cc1cc(=O)nc2c3ccccc3n(C(C)C(=O)NCCN3CCOCC3)n12 (centres undefined)	-3	-8	0	1	2.3	-7	-7	11
CC(NC(=O)Cc1ccccc1)C(c1ccccc1)N1CCOCC1 (centres undefined)	-1	0	4	-2	-1.4	-3	-5	15
CCCOc1ccc(/C=c2\sc3nc(-c4ccco4)nn3c2=O)cc1OCC	74*	0	7	1	0.9	9	21	-11
CC(C)CNC(=O)c1cccc(Cn2cc(Cl)cn2)c1	-18	0	15	1	-2.0	5	-5	7
O=C(NCCc1ccc(Cl)cc1)c1cc(S(=O)(=O)N2CCCCC2)c[nH]1	0	-8	7	-7	-1.3	1	-5	-3
C[C@H](CO)N1C[C@H](C)[C@@H](CN(C)Cc2ccc(Cl)c(Cl)c2)Oc2c(NC(=O)C3CCOCC3)cccc2C1=O	2	-10	10	0	-0.2	11	-1	10
COc1ccc(CN2CCNC(=O)C2CC(=O)N2CCCO2)c(OC)c1 (centres undefined)	-4	-4	-10	-2	1.4	10	-8	5
CC(C)N(C(=O)[C@H]1C[C@H](CC(=O)NCCCn2ccnc2)C(=O)N2CCc3c([nH]c4cc(CCC(=O)N(C)C)ccc34)[C@]12C)C(C)C	5	2	-6	-1	-0.2	3	3	15
O=C1COc2ccc(C(=O)c3ccccc3C(=O)NCc3ccccc3)cc2N1	1	1	2	-3	2.2	-1	-2	2
COc1ccc(S(=O)(=O)N2CCC(C(=O)NCc3cccnc3)CC2)cc1OC	4	10	3	-1	-0.8	-5	2	2
CCOC(=O)c1c(-c2ccccc2)oc2ccc(OCC(=O)O)cc12	-6	-3	-5	0	3.6	-1	-5	2
Cc1cc(Cl)ccc1NC(=O)CN1CCC(C(O)(c2ccccc2)c2ccccc2)CC1	-2	8	30	-14	5.4	21	-10	9
Cc1ccc(C(=O)COC(=O)CNC(=O)COc2ccccc2C)cc1C	-7	-5	-3	3	2.9	4	-6	-7
COc1cc(COCC(O)CN2CCOCC2)cc(OC)c1OC (centres undefined)	-4	-8	-9	0	-2.6	-1	0	-10
C=CC[C@H](CC(=O)N(CCO)Cc1ccccc1)C(=O)N[C@H](COC(=O)[C@@H](CC=C)Cc1ccc(F)cc1)Cc1ccccc1	-2	34	25	-14	0.3	10	-10	36
CC(c1ccc(C(C)(C)C)cc1)S(=O)CC(O)CO (centres undefined)	1	6	-15	0	0.5	3	-1	-7
O=C(O)CSCC(=O)Nc1ccccc1SCCS(=O)(=O)c1ccc(Cl)cc1	·	3	-17	-3	-0.1	10	·	6
C=CCOn1c(=O)c(-c2ccc(OC)cc2)[n+]([O-])c2ccccc21	1	19	-5	-2	-2.9	-20	-5	15
Cc1ccc(S(=O)(=O)Cn2nnnc2CN(Cc2ccco2)Cc2cccs2)cc1	0	3	5	3	-4.5	-2	-4	23
Cc1sc(N/N=C/c2cc([N+](=O)[O-])ccc2O)nc1-c1ccccc1	-2	23	2	-1	34	-8	-4	36
Cc1c(Cl)cccc1NC(=S)N1CCC(N(C)CC2CCCO2)CC1 (centres undefined)	-8	-2	1	-1	1.3	-3	2	8
COc1ccc(CN2C(=O)c3cccnc3C2O)cc1 (centres undefined)	-5	11	1	-3	0.7	7	-4	9
COCCCNC(=O)/C(C#N)=C/c1c(N2CCN(c3ccccc3)CC2)nc2ccccn2c1=O	1	6	3	-2	0.5	-9	-4	8
CC(=O)C(C)Oc1ccc(Cc2ncc(C(F)(F)F)cc2Cl)cc1 (centres undefined)	-7	-3	5	1	0.9	4	-7	14

By substructure, those above with a COOH group.
SMILES	APOBEC3A inh	CXCR6 inh	EBI2 antag	GRIN3A LBD mod	MPTP inh	Gli-Sufu block	A3G deaminase	CCR6 antag
Cc1ccnc(NS(=O)(=O)c2ccc(NC(=O)C3CCCCC3C(=O)O)cc2)n1 (centres undefined)	-1	-7	-9	1	2.4	3	-3	7
CCOC(=O)c1c(-c2ccccc2)oc2ccc(OCC(=O)O)cc12	-6	-3	-5	0	3.6	-1	-5	2
O=C(O)CSCC(=O)Nc1ccccc1SCCS(=O)(=O)c1ccc(Cl)cc1	·	3	-17	-3	-0.1	10	·	6

Following part.
SMILES	APOBEC3A inh	CXCR6 inh	EBI2 antag	GRIN3A LBD mod	MPTP inh	Gli-Sufu block	A3G deaminase	CCR6 antag
O=C(COC(=O)C(CO)NS(=O)(=O)c1ccc(Br)cc1)Nc1ccc2c(c1)OCCO2 (centres undefined)	-2	2	-13	0	-0.1	1	-8	-9
COc1ccc(N(C(=O)c2ccco2)C(C(=O)NC2CCCCC2)c2cccs2)cc1OC (centres undefined)	-1	-16	-6	0	2.4	-101	-10	1
Cc1cc(C)c2c(c1)NC(C(=O)O)C1CC=CC21 (centres undefined)	80	4	-5	-6	2.4	9	70	12
Cc1cc(C)c(S(=O)(=O)NC(C)C)c(C)c1-n1cnnn1	2	-6	0	-1	-1.1	4	2	12
Cc1ccc(S(=O)(=O)n2nc(OC(=O)C3CCCCC3)cc2N)cc1	2	-6	-10	0	-2.1	-1	0	2
CCOc1ccc(NC(=O)CN(C)C(=O)c2cccnc2Sc2ccccc2Cl)cc1OCC	-3	2	-11	0	2.0	-2	-10	-10
CCOC(=O)[C@@H]1[C@H]2COc3cc(OC)ccc3[C@H]2N2C(=O)N(c3ccc(C(F)(F)F)cc3)C(=O)[C@@]12C	-3	2	4	-2	2.8	3	-6	2
CCCOc1cccc(-c2cc(C(=O)N/N=C/c3cccnc3)c3ccccc3n2)c1	-2	10	1	2	0.1	-4	-4	-6
COCCNC(=O)c1n[nH]c2ccccc12	-2	1	-4	1	-0.6	11	-7	-1
CN(C(=O)CSc1nc2ccccc2[nH]1)C1CCS(=O)(=O)C1 (centres undefined)	-3	1	-12	2	0.0	-3	-11	-7
O=C(NNC(=O)c1ccncc1)Nc1cccc([N+](=O)[O-])c1	-2	-1	-3	-2	-2.3	-6	-6	16
COc1ccc(C(=O)OCC(=O)c2ccc(CNC(C)=O)s2)cc1	2	3	-13	-1	0.6	-2	-4	11
CC(=O)c1ccc(N(C(=O)Cn2nnc3ccccc32)C(C(=O)NC2CCCCC2)c2cn(C)nc2C)cc1 (centres undefined)	·	0	-7	-1	4.5	-7	·	4
CCN(CC)S(=O)(=O)c1ccc(C(=O)NCCOC(=O)c2ccc(F)cc2F)cc1	-2	0	0	19*	0.8	-14	-5	6
O=C(c1ccco1)N1CCN(c2ncnc3sc4c(c23)CCC4)CC1	2	-11	2	0	7.8	3	-2	22
COC(=O)c1ccc(NC(=O)CCN2CCCCC2)cc1	-3&-2	2&3	-11&-3	-3&-16	0.1&-1.4	-10&-4	-6&4	-9&35
CC1CC(=Cc2ccc(N)cc2)C(=O)O1 (centres undefined)	·	-3	7	1	0.2	-18	·	-4
C=CCn1c(SCc2csc(C)n2)nc2sc3c(c2c1=O)CCCCC3	-2	5	11	-1	24	-1	-6	17
COc1ccc(OC)c(-c2csc(NC(=O)COC(=O)C3(C)CC3(Cl)Cl)n2)c1 (centres undefined)	0	-5	4	5	1.9	-2	-4	12
CCOc1ccc(S(=O)(=O)Nc2ccccc2C(=O)N2CCCC2)cc1	-3	3	-2	-3	0.8	5	-7	-3
Cc1ccc(N(Cc2cc3ccc(C)cc3[nH]c2=O)C(=O)c2ccco2)c(C)c1	0	1	0	-2	1.9	5	-4	22
COc1ccc(NC2c3ccccc3C(=O)N2c2ccccn2)cc1 (centres undefined)	-3	1	2	-1	1.7	5	-5	18
CCN1/C(=C\C(C)=O)Sc2ccc(OC)cc21	58*	5	-3	-13	-0.3	-5	16	-4
CC12CCC(=O)N1C(C(=O)NNC(=O)c1ccccc1Cl)CS2 (centres undefined)	-3	4	3	-2	-0.4	-2	-11	-7
O=C(C1=COCCO1)N1CCN(S(=O)(=O)c2cccc(F)c2)CC1	-1	5	-4	1	1.0	-2	-2	1

Reformatted: entries from further up
SMILES,APOBEC3A inh,CXCR6 inh,EBI2 antag,GRIN3A LBD mod,MPTP inh,Gli-Sufu block,A3G deaminase,CCR6 antag
CCOc1ccc(S(=O)(=O)Nc2ccccc2C(=O)N2CCCC2)cc1,-3,3,-2,-3,0.8,5,-7,-3
Cc1ccc(S(=O)(=O)n2nc(OC(=O)C3CCCCC3)cc2N)cc1,2,-6,-10,0,-2.1,-1,0,2
O=C(NNC(=O)c1ccncc1)Nc1cccc([N+](=O)[O-])c1,-2,-1,-3,-2,-2.3,-6,-6,16
O=C(COC(=O)C(CO)NS(=O)(=O)c1ccc(Br)cc1)Nc1ccc2c(c1)OCCO2 (centres undefined),-2,2,-13,0,-0.1,1,-8,-9
COCCNC(=O)c1n[nH]c2ccccc12,-2,1,-4,1,-0.6,11,-7,-1

Sorted by the number under APOBEC3A inh (low to high): 4 of the compounds above
mol,APOBEC3A inh
C=CCn1c(SCc2csc(C)n2)nc2sc3c(c2c1=O)CCCCC3,-2
O=C(C1=COCCO1)N1CCN(S(=O)(=O)c2cccc(F)c2)CC1,-1
Cc1ccc(N(Cc2cc3ccc(C)cc3[nH]c2=O)C(=O)c2ccco2)c(C)c1,0
COc1ccc(C(=O)OCC(=O)c2ccc(CNC(C)=O)s2)cc1,2

(more compounds)
SMILES	APOBEC3A inh	CXCR6 inh	EBI2 antag	GRIN3A LBD mod	MPTP inh	Gli-Sufu block	A3G deaminase	CCR6 antag
C=CCn1c(SCC(=O)Nc2ccccc2)nnc1-c1cccc(S(=O)(=O)N2CCOCC2)c1	-2	6	-1	-2	-2.3	2	-10	-5
CNC(=O)c1cc2c(-c3ccccc3)nn(C)c2s1	0	-4	-7	0	1.1	6	-1	-1
O=C(NCCCn1ccnc1)C(=O)NCC1OCCN1S(=O)(=O)c1ccc(Cl)cc1 (centres undefined)	-4	6	-1	3	0.3	4	-4	7
O=C(Nc1nccs1)c1ccc(-c2ccc([N+](=O)[O-])cc2)o1	·	-5	3	-3	-0.5	-74	·	-15
O=C(Cc1cccs1)N1CCN(c2cccc(Cl)c2)CC1	0	5	-3	-2	-0.8	-1	-2	20
Cc1ccc(C(=O)C2=C(O)C(=O)N(Cc3ccco3)C2c2cccc(Cl)c2)o1 (centres undefined)	-3	-14	2	0	-0.2	-16	-1	-7
N#CCSC1=Nc2ccccc2C2=NC(CCC(=O)N3CCN(c4ccccc4)CC3)C(=O)N12 (centres undefined)	-5	1	13	-1	-5.0	6	-5	-2
Cc1ccc(C(=O)N2CCN3C(=O)c4ccccc4C23c2ccccc2)cc1 (centres undefined)	-3	4	-17	-3	-1.0	4	-7	-4
O=C(Nc1ccccc1N1CCCCC1)c1cc(S(=O)(=O)N2CCOCC2)ccc1Cl	-2	8	17	0	-0.4	12	-6	10
COc1cccc(C2=NN(S(C)(=O)=O)C(c3cccs3)C2)c1 (centres undefined)	-5	6	7	1	-2.5	-32	-3	17
CC(C)C[C@H](NC(=O)N1CCn2c1nc1ccccc12)C(=O)N[C@@H](C(=O)O)c1ccccc1	-4	-8	-8	-2	0.3	0	-7	0
Cc1ccc(N/N=C(\C#N)C(=O)c2ccsc2)cc1	-2	13	-13	3	52*	5	-9	17
CN=c1c([N+](=O)[O-])nn(-c2ccc3c(c2)OCCO3)n1O	3	-19	-2	0	0.7	2	-1	-11

Screening results (PubChem BioAssay)
